DAGLB inh = diacylglycerol lipase beta (human) inhibition | Q8NCG7 | HEK293T DAGLB membrane lysate, EnzChek fluorogenic substrate | inhibition, % at 5.17 µM | 0.059% of 340,000 active; in the data active means inhibition above about 34%;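 further: 0% = enzyme with vehicle and 100% = wells lacking enzyme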
Target sequence (Q8NCG7 whole entry, looked up): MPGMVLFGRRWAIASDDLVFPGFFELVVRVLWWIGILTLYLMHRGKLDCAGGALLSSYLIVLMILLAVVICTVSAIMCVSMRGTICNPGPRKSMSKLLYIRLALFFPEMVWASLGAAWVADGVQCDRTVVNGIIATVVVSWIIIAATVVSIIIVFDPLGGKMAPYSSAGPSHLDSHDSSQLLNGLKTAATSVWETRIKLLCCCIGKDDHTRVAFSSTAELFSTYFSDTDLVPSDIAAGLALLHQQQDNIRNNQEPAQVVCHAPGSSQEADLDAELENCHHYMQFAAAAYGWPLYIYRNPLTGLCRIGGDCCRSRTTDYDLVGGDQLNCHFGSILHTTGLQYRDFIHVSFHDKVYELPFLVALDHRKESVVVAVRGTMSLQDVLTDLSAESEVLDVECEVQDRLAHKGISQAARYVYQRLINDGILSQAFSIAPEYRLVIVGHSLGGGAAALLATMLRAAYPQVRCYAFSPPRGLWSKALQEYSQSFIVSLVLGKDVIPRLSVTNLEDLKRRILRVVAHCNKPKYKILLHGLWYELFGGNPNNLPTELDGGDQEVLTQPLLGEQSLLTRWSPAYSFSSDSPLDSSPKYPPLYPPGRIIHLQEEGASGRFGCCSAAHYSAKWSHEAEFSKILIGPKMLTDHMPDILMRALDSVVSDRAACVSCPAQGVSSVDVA
V-ATPase pH = yeast V-ATPase proton transport regulation by pHLuorin; S. cerevisiae, pHLuorin cytosolic pH fluorescence; response, % at 10 µM; 0.37% of 350,000 active; in the data active means response mostly above about 7.3%, no sharp cut-off; inactive means mostly below about 5.4%; further: actives read high; inactives centre near 0; some compounds called inactive have numbers as strong as hits; reference of the scale not given here
PKA-R1A activ = PKA-R1A complex activation | P00514+P68181 | PKA-R1A dissociation, Cy5-IP20 fluorescence polarization; scaled: DMSO 0%, 113 µM cGMP 100% | activation, % at 11.4 µM | 0.083% of 340,000 active | AID 504707;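 active means percent activation above the mean of all tested compounds plus 3 SD, cut at about 19% in these data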;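 further: higher means more PKAc released from R1A so a rise in polarization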
Arrestin-AP2 inh = human beta-arrestin and AP2 interaction inhibition. inhibition, % at 10 µM. 0.31% of 340,000 active. FITC-arrestin peptide / GST-AP2 beads, flow cytometry; AP2 beta2 appendage carries R879A mutation;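 active means inhibition above a set limit, near 3 SD of compounds lacking own fluorescence, cut at about 54% in these data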;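 further: plate controls were DMSO wells for no effect and 5 µM unlabelled arrestin peptide for full effect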
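Material – GST-tagged AP2 beta2-adaptin appendage (R879A) on 4 µm glutathione beads · Probe or stimulus – fluorescein-tagged arrestin peptide at 50 nM final · Timing – 12 min plus 1 h, RT · Detection – bead flow cytometry, FITC channel · Read-out basis – inhibition as reduced fluorescein signal on beads, percent · Medium – PBS plus Tween 20 (0.05%) and BSA (0.1%)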
OPRM1-OPRD1 inv = mu-delta opioid heterodimer inverse agonism | 0.21% of 340,000 active | P35372+P41143 | cell-based MOR-DOR heterodimer luminescence | inhibition, % at 9.3 µM; in the data active means inhibition above about 22%, passing the limit was not always enough;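 further: 0% = cells with DMSO and 100% = wells without cells with DMSO; values of inactives mirror those of a sister screen read the other way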
PKA-R2B act = PKA-R2B complex activation; 0.079% of 340,000 active; PKA-R2B holoenzyme dissociation, Cy5-IP20 fluorescence polarization; R2B truncated from residue 108, S112A mutant; 0% DMSO only, 100% 113 µM cGMP; P22694+P31323; activation, % at 11.4 µM; AID 504700;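 active means activation above a cutoff set at the mean over all compounds plus 3 SD, cut at about 18% in these data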;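 further: higher means more holoenzyme dissociation and a rise in polarization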
OPRM1-OPRD1 ag = agonists of human mu-delta opioid receptor heterodimerization | P35372+P41143 | cells, OPRM1-OPRD1 heterodimerization, luminescence | activation, % at 9.3 µM | 0.3% of 340,000 active | AID 504326; in the data active means activation above about 18%;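 further: 0% = vehicle-treated cells and 100% = reference agonist; values of inactives mirror those of a sister screen read the other way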
Pemphigus Ab inh = human desmoglein-3 autoantibody binding inhibition; binding (percent of control), % at 10 µM; DSG3-coupled beads, scFv-anti-DSG3-GFP binding, flow cytometry; hits give low values; 0.48% of 310,000 active;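 active means binding more than 3 SD below its plate's average and above zero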;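 further: hits lower antibody fragment binding to DSG3; some compounds called inactive have numbers as strong as hits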
HTR5A ag = activates human HTR5A in OPRM1-OPRD1 agonist counter-screen; P47898; 0.61% of 340,000 active; AID 504692; activation, % at 9.3 µM; HTR5A agonist assay, luminescence, cell-based; in the data active means activation mostly above about 9.5%, no sharp cut-off; inactive means mostly below about 7.6%;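 further: 0% = cells with vehicle only and 100% = reference agonist; strong numbers were not always called active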
Target sequence (P47898 whole entry, looked up): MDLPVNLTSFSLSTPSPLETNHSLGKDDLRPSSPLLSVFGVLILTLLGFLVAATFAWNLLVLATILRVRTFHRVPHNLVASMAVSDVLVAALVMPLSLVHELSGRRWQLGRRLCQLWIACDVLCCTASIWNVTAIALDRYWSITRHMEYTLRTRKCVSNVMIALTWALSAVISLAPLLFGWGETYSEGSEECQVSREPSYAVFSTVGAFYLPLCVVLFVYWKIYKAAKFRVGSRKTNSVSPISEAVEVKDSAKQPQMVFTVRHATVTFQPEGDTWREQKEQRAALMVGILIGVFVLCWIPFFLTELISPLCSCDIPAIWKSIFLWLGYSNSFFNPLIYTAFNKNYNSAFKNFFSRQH
HTR5A inv ag = inverse agonist of human HTR5A in OPRM1-OPRD1 counter-screen. P47898. HTR5A cell line, luminescence, inverse agonism. inhibition, % at 9.3 µM. 0.083% of 340,000 active; in the data active means inhibition mostly above about 23%, no sharp cut-off; inactive means mostly below about 18%;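 further: 0% = cells with DMSO and 100% = no-cell wells with DMSO; some compounds called inactive have numbers as strong as hits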
Active calls of the source: *; x = no result given. Rows were taken by chance; 2.4% or so of the library scored in one or more.

SMILES	DAGLB inh	V-ATPase pH	PKA-R1A activ	Arrestin-AP2 inh	OPRM1-OPRD1 inv	PKA-R2B act	OPRM1-OPRD1 ag	Pemphigus Ab inh	HTR5A ag	HTR5A inv ag
C=CCN(c1nc(C)cc(OC)n1)S(=O)(=O)c1ccc(C)cc1	-7	0	16	41	-31	-10	6.3	95	-2	1
CCCc1nnc(NC(=O)CN2C(=O)c3ccccc3S2(=O)=O)s1	1	-2	8	30	6	-2	-1.0	99	0	-15
CCCCc1ccc(-n2c(Cc3cccs3)n[nH]c2=S)cc1	-4	-3	-6	x	-40	0	8.5	271	-2	-7
COC(=O)c1ccc(CNC(=O)COC(=O)COc2ccc(OC)cc2)cc1	-3	-1	-2	-7	9	-7	-1.9	120	0	0
C(#Cc1ccc2c(c1)COc1c3ccccc3nn1-2)c1ccccc1	-6	-3	-6	30	12	2	-2.1	110	4	-10
Cc1cccc(-n2c(SCC(=O)Nc3cccc(S(=O)(=O)NC4=NCCCCC4)c3)nc3ccccc3c2=O)c1C	2	2	-10	25	17	14	-3.4	80	0	-10
CN(C)Cc1c(C(=O)N/N=C/c2cccs2)nnn1-c1nonc1N	-3	7	-1	2	-16	-3	2.2	114	6	-31
CCNC(=O)CN(c1ccc(OC)c(OC)c1)S(=O)(=O)c1ccccc1	-2	1	-7	2	8	-3	-1.4	88	0	-27
O=C(NCCc1ccccc1)C1CCCN1C(=O)Nc1ccc(Cl)cc1 (stereo not drawn)	-4	-3	-7	1	-7	1	1.5	108	5	-13
Cc1ccc(NC(=O)C2(N(C(=O)Cn3nnnc3N)c3ccc(C)cc3)CCCCC2)cc1	-8	-5	-3	7	-6	8	1.1	102	3	-30
COc1ccc(-c2nc(CCl)cs2)cc1	-2	-3	-9	-3	13	-4	-2.4	105	-3	7
O=C(C1CCN(C2CCN(Cc3ccc4c(c3)CCO4)CC2)CC1)N1CCOCC1	2	2	-3	14	-9	11	1.9	126	1	-4
CC1=Nc2ncnn2C(c2ccccc2)/C1=N\O (stereo not drawn)	-1	-1	-11	-21	13	-14	-2.2	104	6	-15
CCOC(=O)c1c(N)sc(C(=O)N2CCCCCC2)c1C	2	3	-14	5	8	-3	-1.4	107	-1	3
CSc1cccc(CN(C)C(=O)C2CCC(=O)N(CCCN3CCCC3=O)C2)c1 (stereo not drawn)	2	-2	-12	-8	13	-7	-2.6	94	0	-25
CCC(C)Sc1cccc(-c2nc3cnccn3c2NC2CCCCC2)c1 (stereo not drawn)	-4	5	2	-1	1	-15	-0.2	126	10	21
O=C(NC(=S)N1CCN(c2ccc(F)cc2)CC1)c1ccccc1	-3	-4	14	x	x	-6	x	98	x	x
COC(=O)c1ccc(NC(=O)C2CC3CCC2C3)cc1 (stereo not drawn)	-6	-2	3	-2	8	-2	-1.6	110	5	1
Clc1ccccc1CN(Cc1ccccc1)c1ncnc2nc[nH]c12	-2	2	-2	-1	-16	-20	3.2	107	4	9
COc1ccccc1-c1noc2ncnc(Nc3ccc4c(c3)OCO4)c12	2	-2	9	-6	16	3	-3.5	97	2	2
CSc1nnc(CCNS(=O)(=O)c2ccccc2Br)n1C	-3	3	1	18	-2	-4	0.3	107	1	-3
CC(Cc1cccs1)NC(=O)NC1CCCCC1 (stereo not drawn)	-1	5	0	2	-28	11	4.4	85	6	-16
COC(=O)c1c(NC(=O)CC2Nc3cc(C)c(C)cc3NC2=O)sc(C)c1C (stereo not drawn)	2	-2	4	-5	4	2	-0.8	135	1	-41
Cc1cccc(OCCN2CCOCC2)c1C	-1	-1	6	-1	11	2	-2.2	123	2	-6
COCCCn1c(-c2ccc(OC)cc2)nc2c1c(=O)[nH]c(=O)n2Cc1ccccc1	1	1	-2	-4	19	0	-3.0	98	-4	5

Laid out differently: entries from further up
mol,DAGLB inh,V-ATPase pH,PKA-R1A activ,Arrestin-AP2 inh,OPRM1-OPRD1 inv,PKA-R2B act,OPRM1-OPRD1 ag,Pemphigus Ab inh,HTR5A ag,HTR5A inv ag
C=CCN(c1nc(C)cc(OC)n1)S(=O)(=O)c1ccc(C)cc1,-7,0,16,41,-31,-10,6.3,95,-2,1
CCCc1nnc(NC(=O)CN2C(=O)c3ccccc3S2(=O)=O)s1,1,-2,8,30,6,-2,-1.0,99,0,-15

(further entries)
SMILES	DAGLB inh	V-ATPase pH	PKA-R1A activ	Arrestin-AP2 inh	OPRM1-OPRD1 inv	PKA-R2B act	OPRM1-OPRD1 ag	Pemphigus Ab inh	HTR5A ag	HTR5A inv ag
O=S(=O)(/N=C(\Nc1ccc(F)cc1)C(F)(F)F)c1ccccc1	5	2	-7	-5	-10	-5	1.6	103	0	1
CCOC(=O)CSc1ncnc2c1sc1nc(N3CCOCC3)c3c(c12)CCCC3	3	-3	-12	2	2	-9	-0.3	102	1	7
O=C(NCCc1ccccc1)C1CCCN(S(=O)(=O)c2cccc3nsnc23)C1 (stereo not drawn)	-2	2	-12	14	4	-14	-0.9	102	3	5
Cn1cccc1-c1cc(C(=O)N/N=C/c2cccc(O)c2)[nH]n1	1	3	-3	8	-1	8	0.2	96	4	-11
Cc1cccc(CSc2nncc(=O)[nH]2)c1	-1	2	3	2	9	-2	-2.1	108	2	-3
N#Cc1c(NCCN)nc(-c2ccccc2)c2c1CCCC2	1	3	-9	-15	3	-8	-0.5	116	-6	14
C[C@H]1CN(S(=O)(=O)C(C)(C)C)[C@H](CCO)/C1=C\c1ccccc1	-4	0	-10	6	4	-7	-0.8	116	-4	14
Nc1nnc(SCc2ccccc2F)n1-c1ccccc1	-4	0	-12	4	14	2	-2.2	91	-5	-25
COC(=O)c1ccc(C#Cc2ccccc2)o1	-6	0	1	-5	12	-7	-2.5	103	-3	13
O=C1Nc2ccccc2N(O)N1c1ccc(Cl)cc1	2	1	4	-5	10	-1	-2.0	89	-1	8
Cc1ccc(N(CCC(=O)O)S(=O)(=O)c2cccc(C(F)(F)F)c2)cc1	2	2	5	-6	1	-10	-0.2	97	-1	2
Cc1cc(CNC(=O)CC2C(=O)NCCN2Cc2ccc(-c3ccccc3)cc2)nn1C (stereo not drawn)	0	1	3	31	2	7	-0.3	89	4	5
O=C(Nc1ccccc1O)c1ccc(C(=O)c2ccccc2)o1	-3	0	-5	-2	-8	-8	1.8	102	1	-3
CC(C)(C)CN1CCNC[C@H]1Cc1ccc(O)cc1	0	-1	10	1	-7	-2	1.4	104	-3	-2
COC(=O)C(C)N(C(=O)c1ccc(Cl)cc1)c1c(C)cccc1C (stereo not drawn)	-3	2	-8	-16	-1	-3	0.2	127	-3	0
COc1ccc(NC(=O)c2cc(S(=O)(=O)N3CCCCC3)c[nH]2)cc1Cl	-3	2	-1	4	-23	0	3.9	87	2	-5
CN(C)c1ccc(NC(=O)CSc2nnc(-c3cccs3)n2Cc2ccco2)cc1	3	-4	-9	0	8	-7	-1.4	102	0	-33
COC(=O)c1cccc(Cn2c(Cl)c(/C=N/NC(=O)c3ccccc3Cl)sc2=O)c1	-2	1	-5	7	15	-2	-2.9	100	5	-7
COCCN(C(=O)CCC(=O)Nc1cc(C)on1)C(C(=O)NC1CCCC1)c1ccc(C)cc1 (stereo not drawn)	-2	10	2	5	6	0	-0.9	x	-1	3
Cc1cccc(NC(=S)NNc2cccc(Cl)c2)c1	-2	0	9	15	-19	7	3.6	111	8	-22
Cc1ccc(S(=O)(=O)N2CCN(C(=O)c3cc4c(C)nn(-c5ccccc5C)c4s3)CC2)cc1	-1	-3	-2	-16	1	7	-0.1	96	-2	2
CCOc1ccccc1-n1nnnc1SCc1nc2ccccc2s1	-5	-1	-11	19	5	-7	-0.9	96	-5	7
CC(C)Cc1nnc(NS(=O)(=O)c2ccccc2)s1	1	x	6	x	x	-3	x	97	x	x
Cc1ccc(Cn2nc3c4cc(F)ccc4n(Cc4ccc(F)cc4)cc-3c2=O)cc1	-1	0	-6	6	15	5	-3.4	97	1	-4
COc1cccc(CNC(=O)CC2C(=O)NCCN2CCCc2ccccc2)c1 (stereo not drawn)	2	-2	0	33	8	14	-1.6	116	-1	2
The results go on.
SMILES	DAGLB inh	V-ATPase pH	PKA-R1A activ	Arrestin-AP2 inh	OPRM1-OPRD1 inv	PKA-R2B act	OPRM1-OPRD1 ag	Pemphigus Ab inh	HTR5A ag	HTR5A inv ag
Cc1c(NC(=O)COC(=O)/C=C/c2ccccc2Br)c(=O)n(-c2ccccc2)n1C	1	0	-14	-7	8	-6	-1.9	x	10	-24
CCOC(=O)c1cccc(-n2c(C)cc(C=O)c2C)c1	-1	-1	-3	-1	15	-10	-2.9	110	6	5
Cc1ccc(-c2cc(O)cc3sc(=O)oc23)cc1C	-5	-5	-5	-3	0	0	0.0	151	1	-5
O=C1CSC(c2ccccc2)N1CC12CC3CC(CC(O)(C3)C1)C2 (stereo not drawn)	4	2	-11	5	6	-13	-1.0	101	3	-5
COC(=O)c1cc(Nc2cc(C)nc3ncnn23)cc(C(=O)OC)c1	-3	3	6	1	18	0	-3.5	108	1	-3
NNC(=O)c1cc2c(s1)CCCCCC2	-3	2	-5	-34	2	-7	-0.4	107	-4	-6
Cc1[nH]c(C)c(S(=O)(=O)N(C)Cc2ccccc2)c1C(=O)N1CCCC1	2	-2	-8	3	17	3	-3.2	108	3	-10
CC(C)NC(=O)N1CCC(n2nccc2NC(=O)CCOc2ccccc2)CC1	0	1	0	31	15	5	-2.9	112	-1	3
C=C/C(C)=C/C[C@H]1C(=C)CCC2[C@](C)(C(=O)O)CCC[C@@]21C (stereo partly drawn)	-15	-1	0	14	-2	0	0.4	92	5	10
O=C(CSCc1c(Cl)cccc1Cl)Nc1cccnc1	-1	0	-1	7	3	-3	-0.6	96	1	-2
Cc1cccc(OCCC(=O)NNC(=O)c2ccoc2C)c1	-2	-2	-22	6	8	-6	-2.1	100	11	-27
O=C(NC1CCCCCCC1)c1ccc(Br)o1	-4	2	-4	-6	12	-7	-2.5	115	2	-8
C/C(=N\Nc1nc(-c2cc(C)ccc2C)cs1)c1cc2ccccc2oc1=O	-1	1	3	6	18	-1	-4.0	103	5	31
COc1ccc(-n2cc(CN[C@H]3CCCCNC3=O)c(-c3cccc(F)c3)n2)cc1	-1	-6	-7	2	7	-1	-1.5	95	3	3
COc1ccc(CC2S/C(=C(\C#N)C(=O)NCc3ccco3)N(c3ccc(C)cc3)C2=O)cc1 (stereo not drawn)	-1	-3	-12	-1	7	-7	-1.6	x	-2	5
Cc1ccc(CN2CCN(/N=C/c3cc(Br)ccc3O)CC2)cc1	-7	-4	-20	10	0	-14	0.0	97	-5	-26
CC[C@H](C)[C@H]1O[C@]2(CC[C@@H]1C)C[C@@H]1C[C@@H](CC=C(C)[C@@H](O[C@H]3C[C@H](OC)[C@@H](O[C@H]4C[C@H](OC)[C@@H](O)[C@H](C)O4)[C@H](C)O3)[C@@H](C)C=CC=C3CO[C@@H]4[C@H](O)C(C)=C[C@@H](C(=O)O1)[C@]34O)O2	3	-1	-6	-1	18	7	-3.4	x	0	-1
COc1ccc(OC)c(NC(=O)c2nnn(CC(=O)Nc3ccc4c(c3)OCO4)c2N)c1	-5	4	-17	7	10	-6	-1.9	94	-1	6
COc1ccccc1CNc1ccc(N2CCOCC2)c(C(=O)O)c1	1	-1	-14	10	13	3	-3.0	100	4	-10
